Arrestin-AP2 inh – blocks beta-arrestin peptide binding to AP2 adaptin. FITC-arrestin peptide / GST-AP2 beads, flow cytometry; AP2 beta2 appendage carries R879A mutation. inhibition, % at 10 µM. 340,000 compounds, 0.31% hits. AID 504490;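 active means inhibition above a set limit, near 3 SD of compounds lacking own fluorescence, cut at about 54% in these data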;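 further: plate controls were DMSO wells for no effect and 5 µM unlabelled arrestin peptide for full effect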
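Test system: GST-tagged AP2 beta2-adaptin appendage (R879A) on 4 µm glutathione beads; also added: fluorescein-tagged arrestin peptide at 50 nM final; timing: 12 min plus 1 h, RT; signal: flow cytometry, FL1 (488/535 nm); read-out: percent drop in bead-associated FITC signal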
CDK5 p35 inh – CDK5/p35 (human) kinase inhibition | inhibition, % at 10 µM | AID 488839 | 330,000 compounds, 0.01% hits | Recombinant CDK5/p35, ADP-Glo luminescence, 60 min | Q00535+Q15078;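 active means highest replicate inhibition of at least 50% and at least 75% of replicates reaching 50%; inconclusive means only one of the two criteria met; inactive means both criteria failed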;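 further: plate controls were DMSO neutral control for no effect and GW8510 at 10 µM for full effect; many of its hits are not listed in these tables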
Target sequence (Q00535 whole entry, looked up): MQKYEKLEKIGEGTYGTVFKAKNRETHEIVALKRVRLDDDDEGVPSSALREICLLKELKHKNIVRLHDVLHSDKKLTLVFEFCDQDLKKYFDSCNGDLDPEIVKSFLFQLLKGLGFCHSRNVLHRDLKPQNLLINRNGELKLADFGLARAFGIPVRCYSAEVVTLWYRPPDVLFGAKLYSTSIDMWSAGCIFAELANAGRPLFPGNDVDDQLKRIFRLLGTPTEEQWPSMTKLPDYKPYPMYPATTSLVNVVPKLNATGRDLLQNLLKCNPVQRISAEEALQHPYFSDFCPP
Target sequence (Q15078 whole entry, looked up): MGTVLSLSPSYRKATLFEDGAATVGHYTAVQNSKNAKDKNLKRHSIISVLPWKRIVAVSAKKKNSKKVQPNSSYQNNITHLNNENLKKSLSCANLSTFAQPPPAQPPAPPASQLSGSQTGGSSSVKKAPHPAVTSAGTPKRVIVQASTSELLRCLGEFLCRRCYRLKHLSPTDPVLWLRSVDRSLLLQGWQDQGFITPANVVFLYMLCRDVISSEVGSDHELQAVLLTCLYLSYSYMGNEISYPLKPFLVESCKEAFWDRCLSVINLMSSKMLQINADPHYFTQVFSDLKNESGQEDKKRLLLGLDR
SR-BI DiI-HDL act – enhances SR-BI lipid uptake from DiI-HDL; CHO ldlA[mSR-BI] cells, DiI-HDL uptake fluorescence, 3 h; 100 = double the neutral-control signal; activation, % at 12.5 µM; 320,000 compounds, 0.096% hits;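 active means mean replicate activation of at least 60% and every replicate at or above 60%; inconclusive means mean or all-replicate condition met, but not both; inactive means mean below 60% and not all replicates reaching 60%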;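 further: 0% = median plate neutral-control signal and 100% = twice that signal; values of inactives mirror those of a sister screen read the other way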
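Material: SR-BI-overexpressing, LDLR-lacking CHO cells | Dosing: Single compound concentration, delivered by pin transfer | Probe or stimulus: Labelled HDL, 10 µg/mL | Signal: Bottom-read cell fluorescence after medium removal, ex 550/em 595 nm | Schedule: 3 h, 37 °C | Evaluation: HDL uptake via cellular fluorescence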
MITF TRPM1 HTS – MITF TRPM1 promoter activation in melanoma cells. activation, % at 12.5 µM. AID 588334. 300,000 compounds, 0.75% hits. SK-MEL-5 TRPM1-promoter luciferase, 24 h; % of positive control, neutral wells = 0;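 active means mean activation of at least 80% with every replicate also reaching 80%; inconclusive means mean reaches 80% but some replicate falls short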;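 further: 0% = neutral control wells and 100% = parthenolide positive control wells; values of inactives mirror those of a sister screen read the other way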
dFosB activator – mouse delta FosB homodimer activation; purified delta FosB, TAMRA-CDK5 oligo fluorescence polarization; percent of positive-control signal above neutral wells; 340,000 compounds, 0.99% hits; activation, % at 25 µM; P13346; AID 493131;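 active means mean activation above about 17%, with every replicate also reaching it, limit read from the data, passing the limit was not always enough; inconclusive means only one of the two conditions met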;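 further: fluorescence polarization rise as delta FosB binds a TAMRA Cdk5 AP-1 oligo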
SR-BI DiI inh – inhibitors of mouse SR-BI mediated HDL lipid uptake. Q61009. ldlA[mSR-BI] CHO cells, DiI-HDL uptake fluorescence, 3 h. inhibition, % at 12.5 µM. 320,000 compounds, 0.96% hits. AID 488896;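 active means mean replicate inhibition of at least 70% and a set share of replicates each scoring 70 or more; inconclusive means meets just one of the two criteria; inactive means fails both criteria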;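 further: 0% = median of neutral control wells and 100% = median of positive control wells; values of inactives mirror those of a sister screen read the other way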
PKA-R2B act – activators of human PKA-R2B complex | PKA-R2B holoenzyme dissociation, Cy5-IP20 fluorescence polarization; R2B truncated from residue 108, S112A mutant; 0% DMSO only, 100% 113 µM cGMP | activation, % at 11.4 µM | 340,000 compounds, 0.079% hits | AID 504700;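 active means activation above a cutoff set at the mean over all compounds plus 3 SD, cut at about 18% in these data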;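 further: higher means more holoenzyme dissociation and a rise in polarization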
Target sequence (P31323 whole entry, looked up, other chains not shown, the tested form may be a part): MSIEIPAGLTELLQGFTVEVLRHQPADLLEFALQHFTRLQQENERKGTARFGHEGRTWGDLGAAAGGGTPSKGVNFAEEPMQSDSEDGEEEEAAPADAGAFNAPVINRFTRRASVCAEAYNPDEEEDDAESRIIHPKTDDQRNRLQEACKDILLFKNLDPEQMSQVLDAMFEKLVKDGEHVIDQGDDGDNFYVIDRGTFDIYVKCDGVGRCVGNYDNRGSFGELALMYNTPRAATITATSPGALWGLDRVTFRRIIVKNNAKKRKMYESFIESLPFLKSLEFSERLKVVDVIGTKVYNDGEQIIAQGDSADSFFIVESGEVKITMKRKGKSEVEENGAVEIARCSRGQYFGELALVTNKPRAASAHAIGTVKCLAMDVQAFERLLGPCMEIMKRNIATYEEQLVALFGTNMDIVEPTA
PKA-R1A act – PKA-R1A complex activation | PKA-R1A dissociation, Cy5-IP20 fluorescence polarization; scaled: DMSO 0%, 113 µM cGMP 100% | P00514+P68181 | 340,000 compounds, 0.083% hits | activation, % at 11.4 µM;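 active means percent activation above the mean of all tested compounds plus 3 SD, cut at about 19% in these data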;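 further: higher means more PKAc released from R1A so a rise in polarization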
DSG3 Ab inh – blocks pemphigus antibody binding to human desmoglein-3 | DSG3-coupled beads, scFv-anti-DSG3-GFP binding, flow cytometry; stronger effect = lower value | binding (percent of control), % at 10 µM | 310,000 compounds, 0.48% hits | AID 588358;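 active means binding more than 3 SD below its plate's average and above zero; inconclusive means below that plate limit but binding exactly zero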; further: some compounds called inactive have numbers as strong as hits
SUMO Mot1 rescue – inhibitors of SUMOylation pathway: yeast Mot1-301 growth rescue. AID 2716. 320,000 compounds, 1% hits. S. cerevisiae Mot1-301 growth rescue, ATP luminescence, 38.5C; percent above DMSO median, 100 means doubled. growth rescue, % at 18.8 µM;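 active means every valid replicate shows activation above 250% relative to neutral control wells; inactive means the rest, any valid replicate at or below 250%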;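 further: OY570 slx delta 5 strain wells were the positive control but not used for scaling; some compounds called inactive have numbers as strong as hits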
NSD2 HMT inh – NSD2 (human) methyltransferase inhibition; O96028; 310,000 compounds, 0.54% hits; inhibition, % at 12.5 µM; NSD2 peptide methylation, AlphaScreen, 120 min; in the data active means inhibition above about 50%
* marks the source's active call; other numbers are inactive results; ? = inconclusive; . = not tested or not shown; & = joins results of further samples. This is a random part of the collection; about 4.7% have a hit in one of these screens.

SMILES,Arrestin-AP2 inh,CDK5 p35 inh,SR-BI DiI-HDL act,MITF TRPM1 HTS,dFosB activator,SR-BI DiI inh,PKA-R2B act,PKA-R1A act,DSG3 Ab inh,SUMO Mot1 rescue,NSD2 HMT inh
COC(=O)c1sccc1NC(=O)CSc1ccccc1N,1,-0.4,-7,3,-6,7,6,11,99,-22,1
CCOC(=O)N1CCC2(CC1)C(C#N)=C(N)OC1=C2C(=O)CC(C)C1 (configuration not stated),4,0.1,2,.,5,-2,13,0,103,-12,-3
C=CCNc1nc(Cl)ncc1F,-6,-0.2,19,3,-2,-19,4,4,111,-16,2
COc1ccc(C2=NN(C(=O)CN3CCCCC3)C(c3ccc(C)cc3)C2)cc1 (configuration not stated),-8,-1.6,-15,-2,0,15,-10,-4,98,.,5
COC(=O)c1sc(NC(=O)Cc2cccs2)nc1C,-5,0.3,-18,38,-11,18,-1,-11,97,-11,-1
CC(C)(C)N(Cc1ccccc1)C(=O)CSc1nnc(CNc2ccc(F)cc2)o1,-4,1.9,-34,-6,-19,34,-15,-4,104,5,1
COc1cc(S(=O)(=O)Nc2ccc(Br)cc2)ccc1N,5,-1.1,.,-4,-8,.,4,3,88,-27,-6
c1ccc(C2CC(c3cccs3)=NN2c2ccccc2)cc1 (configuration not stated),-3,-0.5,-14,10,1,14,-7,-9,98,209,.
CCCCN1C(=O)c2ccc(C(=O)Nc3ccccc3N3CCOCC3)cc2C1=O,-23,-1.9,-48,0,-11,48,-3,0,126,-7,0
COC(=O)CCCC1=CC2=CC(=O)C(C)(OC(=O)c3cccs3)C(=O)C2=CN1Cc1ccccc1 (configuration not stated),6,-1.4,10,3,-2,-10,-4,6,104,0,.
COCCN1Cc2cccc(C(=O)N3CCN(c4cc(C)ccc4C)CC3)c2C1=O,5,-1.8,-28,-1,-11,28,-8,1,102,9,.
N#Cc1ccccc1NC(=O)CC1c2ccccc2Oc2ccccc21,2,-0.7,6,-11,9,-6,1,-4,90,-16,-2
O=C(O)C1CSC2(CCN(Cc3ccccc3)CC2)N1 (configuration not stated),-9,-2.0,13,-3,2,-13,-1,-3,107,.,0
CC(=O)c1cc2c(cc1NC(=O)CN(C)S(=O)(=O)c1cccs1)OCO2,-7,-8.6,-26,0,4,26,-16,-3,.,-7,-3
O=C(NCc1ccccc1Cl)c1ccc(S(=O)(=O)N2CCCC2)cc1,-5,-0.2,-18,0,-2,18,-8,-7,107,.,-1
CN(CC(=O)Nc1c(Cl)cccc1Cl)CC(=O)N(C)C1(C#N)CCCCC1,0,0.2,-2,-15,2,2,-7,2,117,10,1
CN(CCc1cn[nH]c1)Cc1nc(Cc2ccccc2F)no1,13,-0.4,17,8,-2,-17,-9,0,102,-1,1
O=C(Nc1cccs1)Nc1c(F)c(F)cc(F)c1F,4,-1.7,5,4,-3,-5,-6,-1,129,-1,0
CC1C(=O)N2CCCc3cc(S(=O)(=O)Nc4ccccc4F)cc1c32 (configuration not stated),-10,0.8,-5,-1,-9,5,5,1,98,-6,2
COc1ccc(OC)c(C2=NS(=O)(=O)N(C)C(C(=O)Nc3cccc(C(C)=O)c3)=C2)c1,-9,-0.8,-48,11,-11,48,-7,0,94,6,-1
O=C(Nc1cccc2ccccc12)C(=O)C1C(=O)Nc2ccccc21 (configuration not stated),0,0.4,6,-16,2,-6,4,-7,104,-18,12
CCN(c1ccccc1)S(=O)(=O)c1ccc2[nH]c(=O)c(=O)[nH]c2c1,-8,0.9,.,1,-5,.,-1,5,100,-7,-1
COc1ccc(Cn2ccnc2CO)cc1[N+](=O)[O-],7,0.0,2,1,3,-2,10,-2,97,-12,0
O=C(CN1CCN(S(=O)(=O)c2cccs2)CC1)N1CCCCC1,1,1.0,2,-9,-1,-2,-3,4,94,.,0
CCS(=O)(=O)c1ccc2c(c1)N(S(=O)(=O)c1ccccc1)CC(C(=O)O)O2 (configuration not stated),-6,0.8,7,11,0,-7,0,-1,.,.,0
Cc1c(C2(O)CCCCC2)[nH]c2ccc(C#N)cc12,-3,1.7,-23,-4,5,23,-1,8,101,370*,.
Cc1ccc(CC2S/C(=C(/C#N)C(=O)N3CCOCC3)N(c3ccccc3)C2=O)cc1 (configuration not stated),38,-1.0,4,6,-5,-4,3,1,104,2,-2
Cc1cccc([N+](=O)[O-])c1C(=O)O,21,0.2,1,5,-5,-1,1,1,101,118,.
CCn1ncc(-c2cc(C(=O)O)no2)c1C,14,-0.9,27,8,-3,-27,.,.,.,360,-7
C/C(=N\NC(=O)c1ccccc1NC(=O)c1ccc(Cl)cc1)c1ccncc1,-1,0.3,-6,-46,-12,6,8,0,101,-64,-2
Cc1c(CC(=O)N[C@@H](C)C(=O)O)c(=O)oc2cc3oc4c(c3cc12)CCCC4,-4,-2.9,-10,9,3,10,-10,5,96,-5,4
C[N+]12CCCCC1C(COC(=O)c1ccc3c(c1)OCO3)CCC2 (configuration not stated),-11,0.3,4&-11,4,-13,-4&11,1,-1,104,170,0
O=c1c(Oc2ccccc2Br)c(C(F)(F)F)oc2c(CN3CCCC3)c(O)ccc12,-4,-0.1,-11,.,-5,11,2,2,.,.,0
CCOC(=O)C1=NN(c2ccc(C)cc2)C2(S1)SC(C(C)=O)=C(C)N2c1ccccc1 (configuration not stated),10,0.7,-3,.,7,3,-10,-7,.,11,-6
CCn1c(SCC(=O)NNC(=O)c2ccc(OC)cc2)nnc1-c1ccco1,11,0.8,14,-5,-1,-14,-13,3,95,-7,-3
CCN(CC(=O)Nc1c(F)cccc1F)C(=O)c1cccc(-n2cnnn2)c1,12,-1.0,.,0,-3,.,3,5,96,.,-1
C#CCNC(=O)C1=C[C@H](C(C)(C)C)C[C@H](OCc2ccc(CO)cc2)O1,-2,-0.8,8,2,-6,-8,-5,13,101,-4,.
O=C(CCn1cnnn1)Nc1ccc(Cl)c(Cl)c1,4,-0.2,20,4,4,-20,-6,4,81,11,-2
COc1cc(Cl)ccc1OCc1cc(C(=O)N2C[C@H]3CC[C@H]2C3)no1,3,-0.8,-19,55,-17,19,4,-1,111,8,-1
O=C1C=C(c2cccc3c2Oc2ccccc2S3)C[C@@H](c2ccc(Cl)cc2)C1,1,2.5,-3,5,3,3,1,-4,99,2,.
COc1ccc2nc(C)cc(SCC(=O)NNC(=O)COc3cccc4ccccc34)c2c1,22,0.0,-48,10,?,48,-4,-1,97,6,-1
CCc1cc2c(=O)n(CCCOC)c(SCC(=O)Nc3oc(C)c4c(C)n[nH]c(=O)c34)nc2s1,-9,-0.5,-12,-2,-16,12,-7,-3,108,3,2
CCOCCn1c(CN2CCN(CC)CC2)nc2c1c(=O)n(C)c(=O)n2C,-1,-2.9,0,0,2,0,-3,-3,111,5,.
CC(Oc1ccc(-n2cnnn2)cc1)C(=O)O (configuration not stated),-20,0.5,22,-6,-2,-22,-2,4,99,273,-8
CCCNc1c(NS(=O)(=O)c2c(F)c(F)c(F)c(F)c2F)c(=O)oc2ccccc12,0,3.4,10,-6,-5,-10,2,-13,103,-16,-3
O=C(Nc1ccc2c(c1)CCC2)C1CCN(c2c3c(nc4ncnn24)CCC3)CC1,1,0.9,4,-28,-12,-4,-6,-5,97,-8,0
COc1cccc(-c2nc(CS(=O)(=O)CC(=O)N3CCN(C4CCCCC4)CC3)c(C)o2)c1,2,-1.2,-75,.,-11,75*,4,-11,105,-14,.
CC(C)c1ccc(C(=O)Nc2cccnc2)cc1,3,0.8,14,.,5,-14,4,-2,97,-5,-1
Cc1cccc(/C=N/NC(=O)c2cc3c(s2)-c2ccccc2CC3)c1,5,0.7,-11,.,-9,11,-7,4,104,7,-2
CC(C)(C)c1cc(C(=O)O)c(CN2CCCCC2)o1,-4,1.0,2,6,4,-2,-5,-3,97,5,-1
CCCn1c2ccccc2c2cnn(CC(=O)N3CCOCC3)c(=O)c21,4,0.5,-27,-4,-9,27,-8,-3,100,7,-9
O=C(NCc1ccco1)C1CC(c2c(Cl)cccc2Cl)=NO1 (configuration not stated),-3,-0.8,-9,8,0,9,-8,-11,108,-4,.
CSCCC(NC(=O)c1ccccc1)C(=O)NCCCn1nc(C)cc1C (configuration not stated),-1,1.6,12,0,-9,-12,8,-2,.,-10,3
CC(=O)c1cccc(NC(=O)N2CCCC(C(=O)c3cc(F)ccc3F)C2)c1 (configuration not stated),20,-2.0,-22,1,-4,22,-2,-3,100,36,1
Cc1ccc(C(=O)NC(=S)Nc2ccc(Oc3ccc(Cl)cc3)cc2)cc1,13,-2.9,.,-2,-6,.,-10,-9,103,-5,-1
COc1cc(/C=C/C(=O)OCC(=O)NC(=O)NC23CC4CC(CC(C4)C2)C3)ccc1OCC#N,31,0.7,-16,8,1,16,-1,8,130,-9,.
CCSc1nnc(NC(=O)C2CCN(S(=O)(=O)c3ccccc3C(F)(F)F)CC2)s1,35,0.2,-30,6,0,30,5,-3,97,-9,-4
CCN(c1ccccc1)S(=O)(=O)c1ccc(Cl)c(NC(=O)CN2C(=O)NC3(CCCC3)C2=O)c1,-3,-1.9,.,-17,-7,.,7,-8,94,-2,1
O=C1C(Cl)=C(NS(=O)(=O)c2ccc([N+](=O)[O-])cc2)C(=O)c2ccccc21,7,0.9,-45,-59,1,45,9,1,97,-20,-110
CC1CCCCN1C(=O)COC(=O)c1cc([N+](=O)[O-])ccc1N1CCOCC1 (configuration not stated),4,-0.2,-11,-7,1,11,-11,4,106,7,1
CCOc1cc(S(=O)(=O)NCC2OCCc3ccccc32)c(OCC)cc1-n1cnnn1 (configuration not stated),2,1.8,-35,-4,-4,35,-9,0,102,200,-1
